D1 agonist = Allosteric Agonists of the Human D1 Dopamine Receptor: qHTS; D(1A) dopamine receptor (Homo sapiens), P21728; HEK293 T-REx D1 cells, calcium flux, agonist mode; activation, % at 2 µM; 360,000 tested, 1% active; in the data active = activation above about 30%; note: 0% is about no effect
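Tetracycline-induced HEK293 TREx D1 cells, force-coupled to calcium signalling, were dye-loaded with a no-wash calcium kit. Compound was pin-added after a 10 s baseline. Fluorescence was read kinetically at 1 cycle/s for 180 s, with calcium rises flagged as agonism.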
GRP78 ERSR act = qHTS for Inducers of the Endoplasmic Reticulum Stress Response (ERSR) in Human Glioma: qHTS | U87-MG GRP78 promoter luciferase reporter, 16 h | Potency, µM, inactives show at the highest dose activation, hits mostly activators | 420,000 tested, 0.02% active | AID 602332, 2012; note: potency is the fitted concentration of half-maximal effect; series mostly up to about 76 µM; % of control where 0% means no effect; nearly all actives have a fitted effect of over 35% in size
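ERSR induction read as luciferase luminescence (Bright-Glo, 10 min at room temperature) in stably transfected human U87-MG glioma cells exposed to compounds for 16 h, using GRP78 as sensor.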
RXFP1 antagonist = qHTS Assay for Antagonists of the Relaxin Receptor RXFP1; activity change, negative = inhibition, % at 57.5 µM; HEK293-RXFP1, relaxin-stimulated cAMP HTRF, 30 min; hits give low values; Relaxin receptor 1 (Homo sapiens), Q9HBX9; 350,000 tested, 0.59% active;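 active = activity change of -60% or lower, but not beyond a set lower limit; inconclusive = change between -60% and -40%, or beyond the set limit; inactive = change above -40%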; note: % is set by controls: 0 for no effect and ±100 for the full control effect
Target sequence (Q9HBX9 whole entry, looked up): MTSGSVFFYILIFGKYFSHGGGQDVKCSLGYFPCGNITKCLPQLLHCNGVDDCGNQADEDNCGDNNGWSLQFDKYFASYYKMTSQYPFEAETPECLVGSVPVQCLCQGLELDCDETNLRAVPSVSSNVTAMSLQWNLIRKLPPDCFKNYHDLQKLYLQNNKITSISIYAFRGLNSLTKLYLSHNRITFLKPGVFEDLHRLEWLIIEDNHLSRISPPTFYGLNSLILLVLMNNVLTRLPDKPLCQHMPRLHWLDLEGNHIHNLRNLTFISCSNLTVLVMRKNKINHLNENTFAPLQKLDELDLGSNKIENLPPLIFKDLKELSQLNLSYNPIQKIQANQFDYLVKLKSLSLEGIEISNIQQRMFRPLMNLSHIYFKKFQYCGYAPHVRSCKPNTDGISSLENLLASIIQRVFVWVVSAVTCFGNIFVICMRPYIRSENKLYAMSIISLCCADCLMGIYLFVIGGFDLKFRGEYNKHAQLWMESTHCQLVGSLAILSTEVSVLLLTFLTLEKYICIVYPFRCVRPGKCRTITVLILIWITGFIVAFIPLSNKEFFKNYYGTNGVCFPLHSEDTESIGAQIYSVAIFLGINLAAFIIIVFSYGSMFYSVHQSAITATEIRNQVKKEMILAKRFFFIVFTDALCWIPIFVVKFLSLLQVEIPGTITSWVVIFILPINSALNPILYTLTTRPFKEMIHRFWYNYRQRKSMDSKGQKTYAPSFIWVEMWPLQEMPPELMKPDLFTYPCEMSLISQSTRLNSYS
D1 antag = Antagonist of Human D 1 Dopamine Receptor: qHTS; HEK293 TREx D1 cells, calcium flux, dopamine EC80; hits give low values; D(1A) dopamine receptor (Homo sapiens), P21728; 360,000 tested, 3.2% active; activity change, negative = inhibition, % at 10 µM; AID 504652, 2011; in the data active = activity change below about -30%; note: % is set by controls: 0 for no effect and ±100 for the full control effect
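Antagonism measured as reduced calcium response to an EC80 dopamine addition following 180 s compound pre-read; cells were inducible HEK293 Trex D1 plated overnight at 30 C, read kinetically at 1 cycle/sec.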
Vif-A3G inh = qHTS for Inhibitors of Vif-A3G Interactions: qHTS; AID 602310, 2012; HeLa A3G-eYFP + Vif (tagged APOBEC3G with the HIV-1 protein that degrades it), YFP fluorescence, overnight; 410,000 tested, 0.076% active; Potency, µM (series often up to 46.1 µM), without a hit: top-dose activity, negative = active, actives largely listed as inhibitors;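 note: potency is the fitted concentration of half-maximal effect; % is set by controls: 0 for no effect and ±100 for the full control effect; nearly all actives have a fitted effect of over 60% in size; hits raise eYFP signal because A3G escapes Vif-driven loss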
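HeLa cells stably expressing Vif and C-terminally eYFP-tagged A3G, seeded overnight at 37 deg C, then exposed to compound by pintool overnight at 37 deg C. Rise in yellow fluorescence (Ex 488/Em 500-530, Acumen) marks blocked Vif-driven A3G degradation.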
RXFP1 ag = qHTS Assay for Agonists of the Relaxin Receptor RXFP1 | 370,000 tested, 0.3% active | AID 2676, 2010 | Potency, µM (doses to about 57.5 µM), for the others: at the top dose activation, most hits filed as activators | HEK293T-RXFP1 cAMP TR-FRET, 30 min; response scale: percent of porcine relaxin response, buffer zero; note: potency is the fitted concentration of half-maximal effect; % is set by controls: 0 for no effect and ±100 for the full control effect; nearly all actives have a fitted effect of over 60% in size; many of its hits are not listed in these tables
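Agonist response is measured as cAMP accumulation in an RXFP1-transfected HEK293T line under PDE4 inhibition. Values are scaled between buffer-only and 29 nM porcine relaxin, and EC50s come from standard Hill equation fits.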
D1 PAM = Potentiators of Human D1 Dopamine Receptor: qHTS | D(1A) dopamine receptor (Homo sapiens), P21728 | HEK293 TREx D1 cells, calcium flux, dopamine EC20 potentiation | potentiation, % at 10 µM | 360,000 tested, 0.036% active | AID 504651, 2011; in the data active = potentiation above about 30%; note: 0% is about no effect
Vif-A3F inh = qHTS for Inhibitors of Vif-A3F Interactions: qHTS; HeLa A3F-eYFP + Vif (tagged APOBEC3F with the HIV-1 protein that degrades it), YFP fluorescence increase; Potency, µM (top dose mostly 46.1 µM), inactives show at the top dose activity, negative = active; 390,000 tested, 0.2% active; note: potency is the fitted concentration of half-maximal effect; % of control where 0% means no effect; nearly all actives have a fitted effect of over 65% in size
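HeLa cells stably expressing Vif plus C-terminally eYFP-tagged A3F were seeded, incubated overnight at 37 deg C, dosed with compound, incubated overnight again at 37 deg C. Yellow fluorescence (Ex 488/Em 500-530) reported blocked Vif-mediated A3F-eYFP degradation.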
D2 potentiator = HTS Assay for Positive Allosteric Modulators of the Human D2 Dopamine Receptor: Primary Screen for Potentiators. D(2) dopamine receptor (Homo sapiens), P14416. HEK293 T-REx D2, calcium flux, EC20 dopamine potentiation. 340,000 tested, 0.34% active. potentiation, % at 10 µM;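 active = potentiation over 3 SD above the plate norm, cut at about 30% in these data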; note: 0% is about no effect
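Using a no-wash calcium dye in inducible, force-coupled HEK293 Trex cells expressing D2, we tracked fluorescence each second for 180 s after compound, then for 180 s after EC20 dopamine to detect augmented signalling.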
Numbers without * were called inactive; ? = inconclusive; . = no result given. Unless noted, calls come from the whole dose curve; as a rule, active = well fitted curve in the direction sought with a large enough effect; inconclusive = small, poorly fitted or top-dose-only effect, or another doubt; inactive = no such curve, though single readings can be large; an effect the other way counts as inactive or inconclusive. Only part of the results is shown; rates above refer to the full screens.

SMILES	D1 agonist	GRP78 ERSR act	RXFP1 antagonist	D1 antag	Vif-A3G inh	RXFP1 ag	D1 PAM	Vif-A3F inh	D2 potentiator
COc1ccc(OC)c(S(=O)(=O)N2CCN(C(=O)NC3CCCCC3)CC2)c1	2	-3%	-6	-11	0%	3.2%	2	-5%	-12
COc1ccc(OC)c(C2/C(=C(/O)c3cnn(-c4ccccc4)c3C)C(=O)C(=O)N2CCN(C)C)c1 (configuration not stated)	6	1%	-2	-28	1%	0.9%	-11	7%	3
CC(=O)Nc1cccc(/C(C)=N/NC(=O)c2ccc(Cl)cc2Cl)c1	4	2%	-1	1	2%	-1.7%	-3	7%	0
CCc1nn(CC(=O)N2CCC(C)CC2)c(=O)c2cc3occc3n12	1	-1%	.	12	2%	2.9%	0	2%	12
Cc1ccc2c(C)c(C(=O)N(Cc3ccccc3)C3CCS(=O)(=O)C3)oc2c1 (configuration not stated)	-1	-4%	-10	4	-5%	0.7%	5	15%	0
Nc1nnc(SCC(=O)NNC(=O)c2ccc(Cl)cc2)s1	0	-1%	-5	-3	1%	2.9%	1	0%	14
C=CCN(C(=O)c1csnn1)C(C(=O)NCc1ccccc1)c1cccs1 (configuration not stated)	2	-3%	-5	3	1%	-0.5%	.	-3%	3
C[C@@H]1CCCCO[C@H](CN(C)S(=O)(=O)c2cccs2)[C@@H](C)CN([C@H](C)CO)C(=O)c2cc(NC(=O)C3CCCCC3)ccc2O1	.	-7%	4	.	0%	.	.	1%	.
C=CCC1(O)CC(c2ccco2)NC(c2ccco2)C1CCC (configuration not stated)	1	-6%	15	17	1%	-0.9%	-1	1%	0
C/C=C(\C)c1nnc(NC(=O)C(C)C)s1	4	-1%	1	2	1%	-0.5%	-6	5%	3
Cc1ccc(C2(C)NC(=O)N(CC(=O)Nc3ccc(Cl)c(S(=O)(=O)N4CCCCC4)c3)C2=O)cc1 (configuration not stated)	6	-5%	-19	-6	2%	-0.1%	-5	9%	1
CCCCNC(=O)CSc1nnc(-c2cccc(S(=O)(=O)N3CCOCC3)c2)o1	-1	-5%	4	-2	-2%	3.0%	3	1%	6
CCCc1c(C)[nH]c2nc3ccccc3n2c1=O	0	3%	-5	-2	-12%	5.7%	5	-3%	-6
COc1nc(-c2ccccc2)ccc1-c1noc(-c2ccccc2F)n1	159*	1%	-13	-24	-1%	26%	0	-7%	9
O=C(COc1ccc(F)cc1)c1ccc2c(c1)CCCC2	.	3%	-1	.	-10%	.	.	2%	.
O=C(NN1CCCCC1)c1cccc2ccccc12	0	-1%	12	-9	0%	0.0%	1	1%	3
COc1cc2c(cc1OC)C(COc1cc(C)cc(C)c1)N(C(=O)C(C)(C)C)CC2 (configuration not stated)	3	-2%	.	12	-6%	3.9%	3	-6%	.
CC1CCN(CC(=O)NCc2ccccc2)CC1	2	1%	-17	34	3%	-0.2%	17	-1%	-20
O=C(CCCc1ccccc1)Nc1ccnn1C1CCN(Cc2ccccc2F)CC1	5	-3%	0	10	3%	-3.2%	0	3%	-15
O=C(Nc1ccccn1)C(NS(=O)(=O)c1cccc2nsnc12)c1ccccc1 (configuration not stated)	0	1%	0	-5	1%	0.0%	1	1%	6
COc1ccc2cc(C(=O)NCc3ccco3)c(=O)oc2c1	0	-3%	10	2	2%	6.1%	0	-10%	3
COc1cccc2cc(C(=O)N3CCN(c4ccccc4F)CC3)c(=O)oc12	0	-1%	11	2	1%	0.3%	12	-4%	-3
COC(=O)C1CCN(C(c2ccccc2)c2sc3nc(-c4ccco4)nn3c2O)CC1 (configuration not stated)	-1	-2%	-1	.	7%	-1.4%	0	1%	-1
Cc1ccc(-c2csc(Cc3nc(-c4cc5ccccc5oc4=O)cs3)n2)cc1	3	-2%	13	-15	2%	0.8%	-2	-7%	-2
CCCn1c(SCc2nc(N)nc(N3CCCCC3)n2)nc2c1c(=O)n(C)c(=O)n2C	1	-5%	-11	-29	0%	2.5%	-7	?	1
O=C(c1cccnc1)N1CCN(S(=O)(=O)c2cccc(Cl)c2)CC1	2	-3%	-5	-3	1%	3.6%	-5	3%	-2
Cc1nn(Cc2ccc(Cl)cc2Cl)c(C)c1NC(=O)c1ccc(COc2cc(Cl)ccc2Cl)o1	4	-5%	0	12	4%	-0.7%	4	1%	-6
CCOC(=O)c1c(C)n(S(=O)(=O)c2ccc(C)cc2)c2ccc(NS(=O)(=O)c3ccc(C)cc3)cc12	6	-1%	-7	15	-10%	1.9%	2	-1%	-4
Cc1cccc(NC(=S)N2CCC(N(C)CC3CCCO3)CC2)c1 (configuration not stated)	-3	-4%	-11	7	1%	0.7%	2	-4%	4
Cc1c(NC(=O)c2nc3ccccc3n(C)c2=O)cccc1[N+](=O)[O-]	3	0%	.	10	-2%	?	-3	-4%	6
CCOc1ccc(C(=O)Nn2cnnc2)cc1	4	-5%	8	9	4%	-0.1%	-2	-6%	-3
Cc1cccc(C)c1NC(=O)NC1(C(=O)N2CCOCC2)CCCCC1	2	-5%	-22	-7	1%	-3.7%	-3	12%	-1
N#CC1=C(N)SC(N)=C(C#N)C1c1ccc([N+](=O)[O-])cc1	1	-2%	-2	6	-2%	5.9%	-2	-14%	3
O=C(COCc1cc(-c2cccs2)on1)Nc1cc(Cl)ccc1O	9	-6%	-14	-6	2%	-1.5%	-4	0%	-3
O=C1CCN(CCc2ccccc2)CCN1[C@H](CSc1ccc(Br)cc1)Cc1ccccc1	21	-3%	.	-8	-1%	-0.1%	-4	5%	-7
Cc1ccc(-n2nnnc2-c2cnn(-c3cccc(F)c3)c2C(F)(F)F)cc1	8	-3%	-13	-9	0%	0.4%	-6	.	1
COc1ccc(C)c2sc(N(Cc3cccnc3)C(=O)COc3ccccc3)nc12	8	-3%	-15	.	0%	-0.8%	0	3%	-7
NC(=O)CSc1nnc(-c2ccco2)n1N	1	-2%	-14	2	-1%	1.1%	-4	1%	-1
CCN(CC(=O)NCc1cccs1)S(=O)(=O)c1cccc(Br)c1	0	-4%	-1	5	0%	0.5%	-6	-5%	-13
COC(=O)c1ccc(NC(=O)c2cccnc2)cc1	1	5%	-11	6	2%	0.2%	-1	-7%	-29

Sorted by the number under RXFP1 antagonist (falling): some entries from above
canonical_smiles,RXFP1 antagonist
Cc1ccc(-c2csc(Cc3nc(-c4cc5ccccc5oc4=O)cs3)n2)cc1,13
CCOc1ccc(C(=O)Nn2cnnc2)cc1,8
Cc1ccc(-n2nnnc2-c2cnn(-c3cccc(F)c3)c2C(F)(F)F)cc1,-13

Going on with the list.
SMILES	D1 agonist	GRP78 ERSR act	RXFP1 antagonist	D1 antag	Vif-A3G inh	RXFP1 ag	D1 PAM	Vif-A3F inh	D2 potentiator
COc1ccc(CNS(=O)(=O)c2ccc(F)c(C(=O)Nc3ccccc3OC)c2)cc1	3	-6%	-1	-37*	-5%	20%	-7	1%	-9
COc1cc(OC)c(CN2CCN(c3ccc(F)cc3)CC2)cc1Br	0	-5%	-2	-31*	-6%	0.4%	-11	-8%	-16
COc1ccccc1N(CC(=O)N(CC(C)C)CC(C)C)S(=O)(=O)c1cccs1	2	-2%	10	-20	0%	-1.7%	-2	-5%	-5
CC(C)(C)NC(=S)NC(C)(C)C	1	-2%	-10	-14	1%	5.2%	-2	3%	-15
CN1CCN(Cc2cccc(Oc3ccc(Cl)cc3)c2)CC1	15	4%	-18	-26	0%	-0.3%	-6	-13%	-20
Cc1[nH]c2ccccc2c1CCN(Cc1cccs1)C(=S)Nc1ccccc1	5	-5%	.	17	0%	-0.7%	-3	1%	-2
O=C(COC(=O)c1ccc(O)cc1)NC1CCCCCC1	2	3%	-3	1	-1%	0.3%	1	8%	11
Cc1cc(C(C)(C)C)cc(C)c1N	2	-5%	1	8	3%	0.4%	16	1%	2
CC(=O)C1=C(O)C(=O)N(Cc2cccnc2)C1c1ccccc1Cl (configuration not stated)	1	-2%	2	1	1%	6.4%	0	1%	-1
CC(C)CCNC(=O)c1cc(S(=O)(=O)N2CCCCC2)ccc1N1CCOCC1	0	-2%	-1	-13	-1%	4.5%	-4	-1%	-6
Cc1nnc(SCCn2c(N3CCCCC3)nc3c2c(=O)[nH]c(=O)n3C)s1	1	-5%	-8	15	0%	2.8%	4	2%	-10
Cc1ccc(CN2C(=O)c3ccccc3C2C(=O)NC2CCCCCC2)cc1 (configuration not stated)	-3	-4%	-8	-2	4%	0.9%	3	1%	-1
COc1cccc(-c2nc(SCC(=O)NCC3CCCO3)c(-c3ccc(F)cc3)[nH]2)c1 (configuration not stated)	3	1%	3	-11	1%	-2.1%	-4	-9%	.
CCOC(=O)C1(C(=O)OCC)C(C(=O)c2ccccc2)C1c1ccccc1 (configuration not stated)	.	4%	-13	.	1%	.	.	15%	.
C[C@@H]1CC[C@H](O)/C=C/C(=O)O[C@H](C)CC[C@H](O)/C=C/C(=O)O1	2	-1%	1	5	4%	1.6%	-12	0%	-1
Cc1cccc2sc(NC(=O)c3ccc(OCC4CCCO4)cc3)nc12 (configuration not stated)	14	3%	-20	2	-3%	?	4	7%	.
O=C(CSc1ccc2nnc(-c3ccc(F)cc3)n2n1)N1CCCc2ccccc21	-1	-3%	-16	-20	0%	0.0%	-2	-4%	5
COc1cc(SC)ccc1C(=O)NCCc1ccccc1	-1	-2%	-18	-21	0%	-0.4%	-1	-19%	-18
